# FEN1 inhibitor: qHTS Assay for the Inhibitors of Human Flap endonuclease 1 (FEN1) | P39748 | Recombinant FEN1 flap cleavage, fluorescence, 15 min | Potency, µM (titrated, usually from 114 µM), for the others: top-dose activity change, negative = inhibition, hits mostly inhibitors | actives 0.35% (n = 390,000) | AID 588795, 2011; note: nearly all actives have a fitted effect of over 65% in size
# Target sequence (P39748 whole entry, looked up): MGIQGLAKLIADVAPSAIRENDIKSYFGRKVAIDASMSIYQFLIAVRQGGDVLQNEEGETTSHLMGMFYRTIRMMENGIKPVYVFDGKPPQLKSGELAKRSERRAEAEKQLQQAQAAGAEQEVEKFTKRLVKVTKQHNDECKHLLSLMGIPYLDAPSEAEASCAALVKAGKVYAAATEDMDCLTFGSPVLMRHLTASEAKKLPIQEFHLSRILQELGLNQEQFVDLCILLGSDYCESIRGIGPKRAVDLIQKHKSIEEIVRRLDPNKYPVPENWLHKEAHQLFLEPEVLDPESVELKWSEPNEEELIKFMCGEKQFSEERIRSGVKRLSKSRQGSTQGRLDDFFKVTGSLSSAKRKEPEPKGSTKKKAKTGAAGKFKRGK
#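 FEN1 at 10 nM preincubated with compounds 15 min at room temperature, then flap DNA substrate added at 50 nM final. Signal read at 0 and 15 min; concentration-response fitted with four-parameter Hill equation.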
# N370S GC mod: qHTS Assay for Inhibitors and Activators of N370S glucocerebrosidase as a Potential Chaperone Treatment of Gaucher Disease; actives 0.092% (n = 330,000); Potency, µM (top dose mostly 59.4 µM), for inactives: at the highest dose activity change, negative = inhibition, hits mostly inhibitors; N370S GC spleen homogenate, 4MU-glucoside fluorescence; Lysosomal acid glucosylceramidase (Homo sapiens), P04062;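 note: 0% = full enzyme activity and -100% = no enzyme basal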
# TDP1 block: qHTS Assay for Inhibitors of Tyrosyl-DNA Phosphodiesterase (TDP1); Tyrosyl-DNA phosphodiesterase 1 (Homo sapiens), Q9NUW8; Potency, µM (highest dose often 130 µM), for inactives: top-dose activity change, negative = inhibition, most hits filed as inhibitors; actives 0.28% (n = 350,000); recombinant TDP1, AlphaScreen DNA substrate cleavage; note: nearly all actives have a fitted effect of over 40% in size
# Target sequence (Q9NUW8 whole entry, looked up): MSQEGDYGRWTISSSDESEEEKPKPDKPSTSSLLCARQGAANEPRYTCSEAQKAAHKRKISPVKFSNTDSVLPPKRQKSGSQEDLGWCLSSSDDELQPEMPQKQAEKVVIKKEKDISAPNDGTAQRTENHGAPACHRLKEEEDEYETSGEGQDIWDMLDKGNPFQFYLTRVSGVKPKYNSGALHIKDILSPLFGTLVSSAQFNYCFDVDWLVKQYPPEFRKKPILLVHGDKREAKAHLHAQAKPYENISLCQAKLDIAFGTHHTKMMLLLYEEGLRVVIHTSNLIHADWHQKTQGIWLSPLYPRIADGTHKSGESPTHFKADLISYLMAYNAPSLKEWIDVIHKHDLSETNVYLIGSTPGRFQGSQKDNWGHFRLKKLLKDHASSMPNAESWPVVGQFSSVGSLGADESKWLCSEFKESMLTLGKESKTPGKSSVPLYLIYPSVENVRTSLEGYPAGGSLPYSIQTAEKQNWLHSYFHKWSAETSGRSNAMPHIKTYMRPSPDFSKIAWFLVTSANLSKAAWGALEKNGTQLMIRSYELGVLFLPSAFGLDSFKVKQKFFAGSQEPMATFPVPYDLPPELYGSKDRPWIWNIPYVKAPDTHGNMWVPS
#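 Signal: AlphaScreen proximity between streptavidin donor and anti-FITC acceptor beads on intact substrate. Reaction: Tdp1 1 nM, substrate 15 nM final, 5 min RT after 15 min compound preincubation.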
# An asterisk follows results filed as active; ? = inconclusive; nt = no result given; & = joins results of further samples; [ ] = dose if it differs, or a comment. Calls come from the whole dose curve; as a rule, active = well fitted curve in the direction sought with a large enough effect; inconclusive = small, poorly fitted or top-dose-only effect, or another doubt; inactive = no such curve, though single readings can be large; an effect the other way counts as inactive or inconclusive. Unless noted, % is set by controls: 0 for no effect and ±100 for the full control effect; potency is the fitted concentration of half-maximal effect. No enrichment for hits; 0.53% or so of the library scored in one or more.
# Start of the data: the first 6 entries, to show the layout:
TDP1 block,SMILES,N370S GC mod,FEN1 inhibitor
5%,C[N+](C)(CCCCCC[N+](C)(C)CCCN1C(=O)c2ccccc2C1=O)CCCN1C(=O)c2ccccc2C1=O,2%&1%,nt
-2%,COCCNC(=O)Cn1cnc2c1c(=O)n(C)c(=O)n2C,-3%,-2%
3%,Cc1ccc2c(c1)[C@H]1[C@H](CO2)[C@H](c2ccccc2)[C@]2(C)C(=O)Nc3cc(F)c(F)cc3C(=O)N12,nt,?
3%,CSCCC(NS(=O)(=O)c1ccc2ccccc2c1)C(=O)O (stereo not drawn),5%,-6%
-2%,Cc1cc(C)n2cc(CSc3ncn[nH]3)nc2n1,1%,15%
nt,CC(NC(=O)c1ccc(CS(C)(=O)=O)cc1)c1ccc(-c2ccccc2)cc1 (stereo not drawn),-6%,14%

# The list itself, from the first entry:
TDP1 block,SMILES,N370S GC mod,FEN1 inhibitor
5%,C[N+](C)(CCCCCC[N+](C)(C)CCCN1C(=O)c2ccccc2C1=O)CCCN1C(=O)c2ccccc2C1=O,2%&1%,nt
-2%,COCCNC(=O)Cn1cnc2c1c(=O)n(C)c(=O)n2C,-3%,-2%
3%,Cc1ccc2c(c1)[C@H]1[C@H](CO2)[C@H](c2ccccc2)[C@]2(C)C(=O)Nc3cc(F)c(F)cc3C(=O)N12,nt,?
3%,CSCCC(NS(=O)(=O)c1ccc2ccccc2c1)C(=O)O (stereo not drawn),5%,-6%
-2%,Cc1cc(C)n2cc(CSc3ncn[nH]3)nc2n1,1%,15%
nt,CC(NC(=O)c1ccc(CS(C)(=O)=O)cc1)c1ccc(-c2ccccc2)cc1 (stereo not drawn),-6%,14%
8%,O=C(CCc1nc(-c2ccccc2F)no1)NCCN1CCN(Cc2ccccc2)CC1,-27%,4%
5%,COc1ccc(-c2noc(CN3CCN(c4ccccc4F)CC3)n2)cc1OC,2%,-6%
2%,Cc1noc(C)c1COc1ccc(C(=O)OCC(=O)Nc2ccc3c(c2)OCO3)cc1,-3%,-3%
3%,Clc1nc(NCCN2CCOCC2)nc(NCc2ccccc2)n1,-1%,-16%
7%,CSc1nc2ccc(NC(=O)C3CCCO3)cc2s1 (stereo not drawn),1%,-1%
-5%,Cc1nnc(SCC(=O)NC2CCS(=O)(=O)C2)n1Cc1ccccc1 (stereo not drawn),?,3%
nt,COc1cc(OCC(=O)NC(C)C)cc2c1C(=O)O[C@@H](C)CCCC(=O)CCCCC2,1%,5%
4%,CCN(CCn1cccn1)C(=O)c1cc(COc2ccccc2SC)on1,-2%,-2%
2%,COC(=O)c1cc(N2C(=O)C3C(C2=O)C2(C)C=CC3(C)O2)ccc1Cl (stereo not drawn),6%,nt
nt,COc1ccc2[nH]c(C(=O)N3CCN(Cc4ccccc4)CC3)cc2c1OC,-4%,-15%
2%,CCCCOc1ccccc1CC1C(=O)Nc2ccc(Br)cc21 (stereo not drawn),nt,-12%
8%,CCOC(=O)c1cc(-c2ccc(OC)cc2)n[nH]1,-16%,-13%
nt,COc1ccc(C2NC(=O)NC(C)=C2C(=O)OC2CCCC(C)C2)cc1 (stereo not drawn),-1%,-2%
-10%[12.3 µM],Clc1ccccc1-c1nc(Nc2ccccc2)nc2ccc(Br)cc12,nt,-24%
3%,Cc1noc(C)c1C(=O)OCC(=O)NC1CC1,nt,-2%
-5%,COc1ccc(CC(=O)NCc2nnc(SCC(=O)Nc3cccc(F)c3)n2C)cc1,4%,5%
3%,Nc1c(C(=O)NCCN2CCOCC2)c2nc3ccccc3nc2n1-c1ccccc1,?,-18%
6%,NNC(=O)CN1C(c2ccccc2)=Nc2ccc(Br)cc2C1c1ccccc1 (stereo not drawn),40µM*,5%
2%,O=C(CS(=O)(=O)c1ccccc1)Nc1ccc(Cl)cn1,1%,5%
-6%,CN(C)C(=O)NC(NC(=S)Nc1ccccc1)C(Cl)(Cl)Cl (stereo not drawn),4%,-2%
11%,COc1ccc(NC(=O)Nc2ccc(N(C)C)cc2)cc1,3%,-5%
10%[56.1 µM],CC(=O)OC1CC[C@]2(C)C(CC(OC(C)=O)[C@@]3(C)C4=CC(=O)OC(c5ccoc5)[C@]4(C)CCC23)C1(C)C (stereo partly drawn),0%&4%&11%,nt
4%,CCOc1cccc2c1OC(c1cc(OC)c(OC)c(OC)c1)N1N=C(c3ccc(C)o3)CC21 (stereo not drawn),-13%,10%
5%,O=C(NCCc1ccccc1)c1ccccc1SCC(=O)N1CCCC1,3%,-8%
2%,CC(C)Sc1nc(SCC(=O)NCc2ccco2)c2c3c(sc2n1)COC(C)(C)C3,22%,-10%
7%&-6%,Cc1ccc(SCCN2CCN(C)CCC2=O)cc1,-15%&12%,-3%&-3%
0%,N#C/C(=C\C=C\c1ccccc1[N+](=O)[O-])c1nc(-c2ccc3c(c2)OCO3)cs1,-11%,-7%
3%,O=C(c1ccccn1)N1CCN(S(=O)(=O)c2ccc3ccccc3c2)CC1,-10%,-2%
0%,CSc1nnc(-c2sc(-c3ccccc3)nc2C)n1C,9%,-3%
2%,Cc1ccc2[nH]c3c(=O)n(CC(=O)N4CCCC(C)C4)ncc3c2c1 (stereo not drawn),nt,?
9%,O=C1Nc2cc(Cl)ccc2Oc2cc(Oc3ccccc3)ccc21,nt,-14%
-2%,CCCCc1ccc(NC(=O)CSc2nc3ccccc3nc2N2CCOCC2)cc1,nt,-22%
5%,COc1cccc(C(=O)Nc2cccc(C(=O)NC3=NN(c4c(Cl)cc(Cl)cc4Cl)C(=O)C3)c2)c1,2%,?
4%,N#Cc1cc2c(ccc3ccccc32)oc1=O,6%,6%
0%,O=C(CN1C(=O)COc2ccccc21)N1CCN(c2ccccc2F)CC1,19%,2%
2%,Cc1cc(C(=O)NC2CCC(C)CC2)c(C)o1 (stereo not drawn),-4%,19%
1%,O=C(N/N=C/c1ccncc1)c1cc(C2CC2)nc2ccccc12,-7%,8%
7%,CCn1c(N)c(C(=O)NC)sc1=S,-4%,8%
5%,COC(=O)CC1C(=O)NCCN1C(=O)CSc1nnc(Nc2ccc(C)cc2)s1 (stereo not drawn),0%,7%
10%[12.3 µM],COC(=O)C1=C(C(=O)OC)[C@@H]2N(Cc3ccccc3)c3ccccc3[C@@]23C[C@@H](C(=O)OC)N(S(=O)(=O)c2ccc(Br)cc2)C3=N1,-16%[12.8 µM],nt
0%,CC(Oc1ccc(Cl)cc1Cl)C(=O)NNC(=O)C(=O)N1CCCCC1 (stereo not drawn),3%,0%
0%,Cc1ccc2nc(SCC(=O)c3ccc(O)cc3O)[nH]c2c1,-13%,-22%
4%,Cc1ccc(Cl)cc1N1CCN(c2ncnc3c2nc2n3CCCC2)CC1,nt,-7%
1%,CCOc1ccc(OCc2ccc(C(=O)N3CCCCC3)o2)cc1,4%,-8%

# 2 entries from above, with two lines to a compound.
# Results follow in this order: TDP1 block	N370S GC mod	FEN1 inhibitor
> O=C(NCCc1ccccc1)c1ccccc1SCC(=O)N1CCCC1
  5%	3%	-8%
> O=C(N/N=C/c1ccncc1)c1cc(C2CC2)nc2ccccc12
  1%	-7%	8%

# Going on with the list:
TDP1 block,SMILES,N370S GC mod,FEN1 inhibitor
-1%,COc1ccc(OC)c(NC(=O)CN2c3cccc4cccc(c34)S2(=O)=O)c1,nt,-13%
2%,CCOc1ccccc1C1C(C(N)=O)=C(C)Nc2nc(-c3ccc(OC)cc3)nn21 (stereo not drawn),8%,14%
0%,CCn1ncc(/C=N\NC(=O)COc2cc(C)cc(C)c2)c1C,-20%,-4%
2%,CC(=O)c1ccccc1NC(=O)COC(=O)/C=C/c1ccc(OC(F)F)cc1,-6%,1%
nt,O=C(O)c1cc(-c2ccc(Cl)c(Cl)c2)n(-c2ccc(F)cc2)n1,-12%,5%
8%,Cn1c(-c2ccc(Cl)cc2)ccc(C#N)c1=O,-4%,-2%
7%,COc1ccc(-n2c(CN3CCN(Cc4ccccc4)CC3)nc3ccc([N+](=O)[O-])cc3c2=O)c(OC)c1,-7%,2%
-9%,CCN(CC)C(=O)CSc1nsc(SCC(=O)N(CC)CC)c1C#N,1%,-2%
nt,CC(NCc1ccccc1O)C12CC3CC(CC(C3)C1)C2 (stereo not drawn),?,9%
6%,COc1ccc(N2C(=O)CC(N(C)CCc3ccc(OC)c(OC)c3)C2=O)cc1 (stereo not drawn),1%,14%
-1%,O=C(CN(C(=O)CNC(=O)c1cccs1)c1ccccc1)NC1CCCCC1,?,-2%
4%,Cc1cc(C)nc(N2CCCC(CCC(=O)NCc3ccc(F)c(F)c3)C2)n1 (stereo not drawn),5%,-7%
-7%,CC(=O)OCC(OC(C)=O)C(OC(C)=O)C(OC(C)=O)C(=O)Nc1ccc(C)cc1 (stereo not drawn),8%,-4%
3%,C=CCSC1=N/C(=C\c2sccc2C)C(=O)S1,6%,-18%
nt,CCN(CC)CCCNC(=O)c1c(O)c2cc(F)cc3c2n(c1=O)C(C)CC3 (stereo not drawn),-19%,2%
4%,COc1ccc(S(=O)(=O)N2CCC(C(=O)NCCC3=CCCCC3)CC2)cc1C,-1%,1%
nt,N/C(=N\OC(=O)C(c1ccccc1)c1ccccc1)c1ccncc1,8%,-22%
-16%,COc1cc(/C=C/c2nc3ccccc3c(=O)[nH]2)cc(Cl)c1O,1%,?
nt,O=Cc1c(NCc2ccc(F)cc2)c2ccccc2[nH]c1=O,2%,-5%
3%,Cc1onc(-c2c(Cl)cccc2Cl)c1C(N)=S,5%,-3%
-3%,CCn1c(C(=O)N2CCCC(C(=O)NCCCOC)C2)cc2sccc21 (stereo not drawn),nt,-6%
4%,O=C(NCc1ccc(Cl)cc1)c1cc(=O)nc2sc(-c3ccccc3)nn12,3%,-5%
-3%,CCCCn1c(N)c(N(CCC(C)C)C(=O)c2ccccc2C)c(=O)[nH]c1=O,3%,-8%
8%,COc1ccccc1NC(=O)COc1ccc(Br)cc1CO,-2%,1%
6%,O=C(Nc1ccc(F)c(Cl)c1)N1CCN2CCCCC2C1 (stereo not drawn),nt,1%
3%,COc1cccc(OC)c1CNC(=O)CCSCc1ccccc1F,5%,-5%
-5%,O=C(Nc1ccc(OC(F)(F)F)cc1)c1ccc(-n2cncn2)nc1,-13%,1%
-5%,CCOc1ccc(-n2c(=S)sc3c(=O)[nH]c(SCC(=O)NCc4ccco4)nc32)cc1,-2%,9%
3%,CC(C)NC(=S)N1CCn2c(nc3ccccc32)C1,-22%,-2%
3%,O=C1OCCN/C1=C\C(=O)c1ccc(Cl)cc1,-5%,2%
0%,O=C(Nc1ccc2oc(-c3cccnc3)nc2c1)c1cccnc1,0%,1%
0%,COc1ccc(C2CCCN2C(=S)Nc2ccc(C)c(C)c2)cc1OC (stereo not drawn),-2%,4%
1%,Cc1c(C(=O)C(=O)N2CC=C(c3ccccc3)CC2)c2ccccc2n1C,9%,-20%
nt,O=C(O)C(Cc1cn[nH]n1)=NO,2%,-1%
nt,CCC(=O)c1ccc(OCC(=O)OCC(=O)NCC2CCCCC2)cc1,5%,6%
2%,COc1ccccc1C(=O)NCCC(=O)N1CCN(S(=O)(=O)c2cccc(Cl)c2)CC1,nt,21%
-2%,CCCCCn1c(=S)[nH]c2ncccc2c1=O,3%,0%
-3%[0.505 µM],COc1ccccc1OCCNC(=O)CNC(=O)c1ccc(Cl)c(Cl)c1,-5%,-5%
nt,C/C(=N\Nc1ccc([N+](=O)[O-])cc1[N+](=O)[O-])c1cccnc1,-12%,8%
4%,Cc1ccc(OCC(=O)Nc2cc(C(=O)O)cc(C(=O)O)c2)cc1C,2%,-12%
1%,CCOC(=O)[C@H]1[C@H]2COc3ccc(OC)cc3[C@@H]2N2C(=O)c3cc(F)c(F)cc3NC(=O)[C@@]12C,-7%,-23%
-8%,CCOc1ccc(-c2cn3c(n2)sc2cc(C(=O)NCCCN4CCCCC4)ccc23)cc1,nt,-13%
-3%,Cc1cccc(OCc2nnc(SCC(=O)N(C)C3CCCCC3)o2)c1,-6%,-4%
2%,CCCNc1nc2c(c(=O)n(C)c(=O)n2C)n1Cc1cccc(C)c1,4%,0%
1%,COc1ccc(/C=N/NC(=O)Cc2ccc(Cl)cc2)cc1OC,-2%,8%
2%,COc1ccc(N2C(=O)C3CCCN3C2c2ccccc2)cc1 (stereo not drawn),4%,-2%
4%,O=C(Nc1ccccn1)c1ccc2c(c1)OCO2,-4%,-15%
5%,CCN(CCCNC(=O)CSc1cc(=O)n(C)c2ccccc12)c1ccccc1,nt,-2%

# Fetched by structure from above, 2 records:
TDP1 block,SMILES,N370S GC mod,FEN1 inhibitor
0%,COc1ccc(C2CCCN2C(=S)Nc2ccc(C)c(C)c2)cc1OC (stereo not drawn),-2%,4%
-8%,CCOc1ccc(-c2cn3c(n2)sc2cc(C(=O)NCCCN4CCCCC4)ccc23)cc1,nt,-13%

# Bioassay records: PubChem BioAssay, National Center for Advancing Translational Sciences (NCATS)
